# TLR4-MyD88 BLA: TLR4-MyD88 interaction inhibition in cells; 0.18% of 200,000 active; O00206+Q99836; HeLa CL3-4 TLR4/MyD88 BLA complementation, FRET ratio; inhibition, % at 8.4 µM; AID 861; in the data active = inhibition above about 25%;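 also: 0% = vehicle and 100% = reference inhibitor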
# Target sequence (O00206 whole entry, looked up): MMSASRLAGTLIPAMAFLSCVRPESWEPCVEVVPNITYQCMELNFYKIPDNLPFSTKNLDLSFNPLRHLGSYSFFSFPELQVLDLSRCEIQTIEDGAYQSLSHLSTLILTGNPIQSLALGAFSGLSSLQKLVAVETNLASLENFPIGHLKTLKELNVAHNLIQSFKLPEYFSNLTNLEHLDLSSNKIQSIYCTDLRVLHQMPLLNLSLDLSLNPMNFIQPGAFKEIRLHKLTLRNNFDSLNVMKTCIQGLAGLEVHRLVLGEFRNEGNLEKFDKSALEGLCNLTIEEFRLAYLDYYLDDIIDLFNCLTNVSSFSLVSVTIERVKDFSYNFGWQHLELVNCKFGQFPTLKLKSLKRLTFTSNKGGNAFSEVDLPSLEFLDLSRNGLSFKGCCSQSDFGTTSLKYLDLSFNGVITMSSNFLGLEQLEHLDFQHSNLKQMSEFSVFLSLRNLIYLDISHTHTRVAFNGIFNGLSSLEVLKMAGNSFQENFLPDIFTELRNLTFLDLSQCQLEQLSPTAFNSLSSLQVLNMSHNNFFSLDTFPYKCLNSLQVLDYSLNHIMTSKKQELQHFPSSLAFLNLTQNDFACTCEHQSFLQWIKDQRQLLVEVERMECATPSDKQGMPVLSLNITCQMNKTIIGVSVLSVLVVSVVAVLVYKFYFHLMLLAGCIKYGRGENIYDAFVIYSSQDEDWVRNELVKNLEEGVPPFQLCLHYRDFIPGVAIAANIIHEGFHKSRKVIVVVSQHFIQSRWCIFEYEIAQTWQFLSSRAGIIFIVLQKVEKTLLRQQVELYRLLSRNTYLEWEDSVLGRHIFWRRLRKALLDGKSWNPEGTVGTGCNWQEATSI
# Target sequence (Q99836 whole entry, looked up): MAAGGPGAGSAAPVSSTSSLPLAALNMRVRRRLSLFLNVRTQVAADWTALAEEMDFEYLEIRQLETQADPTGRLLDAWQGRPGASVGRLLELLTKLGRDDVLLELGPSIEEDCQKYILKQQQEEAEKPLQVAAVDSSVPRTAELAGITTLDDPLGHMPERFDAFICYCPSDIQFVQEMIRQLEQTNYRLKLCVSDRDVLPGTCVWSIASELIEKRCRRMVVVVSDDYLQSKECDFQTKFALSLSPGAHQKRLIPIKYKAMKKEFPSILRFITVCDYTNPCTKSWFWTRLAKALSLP
# STAT3 blocker: STAT3 signaling inhibition | U3A cells, IL-6 STAT3-luciferase reporter, luminescence; host cell line lacks STAT1 | inhibition, % at 5.5 µM | 0.89% of 190,000 active | AID 862;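 active = inhibition above the mean inhibition across all screened compounds plus 3 SD, cut at about 44% in these data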;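 also: 0% = DMSO only wells and 100% = 100 µM nifuroxazide control wells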
# APP 5'UTR act: APP 5'UTR luciferase reporter activation; SH-SY5Y APP 5'UTR luciferase reporter, luminescence; zero percent = DMSO vehicle wells; 1% of 190,000 active; AID 1276; activation, % at 2 µM;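 active = activation above a set limit, based on mean plus 3 SD of controls, cut at about 140% in these data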; also: values of inactives mirror those of a sister screen read the other way
# NF-kB neuron act: compounds increasing NF-kB expression in human neuronal cells. fold change at 12.5 µM. 1.6% of 190,000 active. AID 1239. NF-kB reporter expression; stronger effect = higher value; in the data active = fold change above about 3.3
# STAT3 act: STAT3 signaling activation | U3A cells, IL-6 STAT3-luciferase reporter, luminescence; 100% = signal with IL-6 EC80 alone | activation (% of control), % at 5.6 µM | 0.91% of 190,000 active | AID 871;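 active = activation above the screen-wide mean of compound activation plus 3 SD, cut at about 130% in these data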;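 also: 0% = background luminescence of wells with medium and substrate only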
#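 Test system: human U3A cells carrying STAT3-luciferase construct; control set: IL-6-only wells as 100% reference; timing: compound pre-incubation 1 h before IL-6, then 6 h stimulation at 37 °C; also added: IL-6 stimulus at 33 ng/mL final; evaluation: % activation versus median of IL-6-stimulated wells; detection: reporter luminescence signal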
# STAT1 act: increases IFN-gamma driven STAT1 reporter signal; 2.6% of 200,000 active; activation (% of control), % at 5.5 µM; NIH 3T3 STAT1-luciferase reporter, luminescence; 100% = IFN-gamma alone, no compound;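 active = activation above the screen-wide mean activation plus 3 SD, cut at about 130% in these data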;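 also: raw ratio to IFN-gamma control signal so 100% means no change and 0% no light; values of inactives mirror those of a sister screen read the other way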
# Hsp70 act: Hsp70 transcriptional activation, primary screen. HeLa Hsp70 promoter luciferase reporter, luminescence; scaled: vehicle 0, proteasome-inhibitor control 100%. activation, % at 10 µM. 0.04% of 200,000 active. AID 1203;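 active = activation above the mean across all tested compounds plus 3 SD, cutoff set per campaign, cut at about 5.5% in these data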;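 also: 100% = MG132 at 30 µM as the positive control and 0% = DMSO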
# DTT redox prof: compounds producing H2O2 with reducing agent – biochemical, NIH compound library profiling, artefact control for MLSCN library redox annotation, primary screen. DTT-dependent redox cycling H2O2, phenol red/HRP absorbance; 100% = 100 µM peroxide control, 0% = buffer. activation, % at 10 µM. 0.03% of 200,000 active;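 active = activation of at least 50% relative to the plate's high and low controls in the primary single-dose screen; inactive = activation below 50%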;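 also: compound incubated with DTT at 0.8 mM final as the reducing agent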
# HMGR II inh: blocks class II HMG-CoA reductase of Enterococcus faecalis; purified E. faecalis HMGR, NADPH absorbance 340 nm kinetic; inhibition, % at 10 µM; 0.41% of 190,000 active; AID 1066;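 active = inhibition above a set limit, the median over all tested compounds plus 3 SD, cut at about 9.5% in these data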;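 also: enzyme runs in reverse so mevalonate oxidation gives rising NADPH absorbance; 0% = complete reaction with DMSO and 100% = background rate lacking mevalonate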
# STAT1 blocker: reduces IFN-gamma driven STAT1 reporter signal; NIH 3T3 STAT1-luciferase reporter, luminescence; inhibition, % at 5.5 µM; 0.35% of 200,000 active;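 active = inhibition above a set limit, the mean inhibition across all tested compounds plus 3 SD, cut at about 34% in these data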;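 also: 0% = IFN-gamma with DMSO and 100% = IFN-gamma with 300 µM nifuroxazide; values of inactives mirror those of a sister screen read the other way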
# Starred values were filed as active, the others as inactive; nt = no result given.
item	smiles	APP 5'UTR act	STAT3 act	TLR4-MyD88 BLA	HMGR II inh	Hsp70 act	STAT1 act	STAT1 blocker	DTT redox prof	NF-kB neuron act	STAT3 blocker
1	O=C(COC(=O)C12CC3CC(CC(C3)C1)C2)Nc1ccc([N+](=O)[O-])cc1Br	-7.0	103.2	-0.7	3.5	-0.1	104.2	-4.4	-0.4	1.23	-5.6
2	C1CCCCCC2(CCCCC1)OCC(CN1CCOCC1)O2 (configuration not stated)	7.2	85.2	-9.4	-0.8	-0.3	99.1	1.0	0.0	0.82	21.2
3	Cc1ccc(S(=O)(=O)NCc2ccncc2)c(C)c1C	-9.8	32.5	-3.5	2.2	-0.3	73.0	28.6	-0.9	0.93	81.1*
4	Cc1cc(NCC(c2ccccc2)c2ccccc2)n2ncnc2n1	-2.1	102.0	7.0	0.4	4.6	88.7	10.4	-0.8	1.05	-0.1
5	COc1ccc(OCC(=O)NNC(=O)c2cccc(O)c2)cc1	-8.3	99.8	-6.5	4.5	0.5	99.4	-0.2	0.6	1.04	11.6
6	Nc1nc(SCc2nc3scc(-c4cccs4)c3c(=O)[nH]2)n[nH]1	9.1	106.7	6.8	-3.3	-0.4	101.1	-1.2	2.6	1.13	-3.5
7	COc1cccc(/C=N/NC(=O)c2cc(-c3cccn3C)n[nH]2)c1	-1.7	99.5	5.9	-2.9	0.1	100.4	-0.4	-4.6	1	5.5
8	Cc1onc(-c2c(F)cccc2Cl)c1C(=O)NC(=S)NC1CCS(=O)(=O)C1 (configuration not stated)	-4.3	102.0	1.7	-4.1	0.0	103.2	-3.5	-0.2	1.18	6.3
9	Cc1cc([N+](=O)[O-])nn1CC(=O)NNC(=S)Nc1ccc(Cl)cc1	6.0	102.7	-10.7	-2.2	0.0	99.2	-6.7	3.2	1.28	6.4
10	Cc1ccc(N2C(=O)N(CC(=O)Nc3cc(C)cc(C)c3)C(=O)C2C)cc1 (configuration not stated)	1.1	111.8	-1.8	1.4	-0.3	97.8	0.7	0.0	1.59	-11.4
11	C[C@@]12CC(=O)NC1N(C(=O)c1cccc(C(F)(F)F)c1)C(c1ccccc1OC(=O)c1cccc(C(F)(F)F)c1)C2 (some centres not stated)	1.4	102.5	5.1	-0.2	0.0	101.1	-1.2	0.1	0.58	1.6
12	Cc1cc(C)c(C#N)c(Oc2ccc(F)cc2)n1	2.7	83.0	-11.7	-6.6	-0.1	101.8	-1.9	1.5	1.09	23.1
13	COc1ccc(CSc2nc3ccccc3c(=O)[nH]2)cc1F	7.0	96.5	-2.4	-3.9	-0.1	101.6	-2.9	-2.2	1.11	5.7
14	CC(C)OCCCNC(=O)c1ccc(NC(=O)C2CCCO2)cc1 (configuration not stated)	5.6	106.0	2.9	0.0	-0.6	104.7	-5.2	-2.7	1.24	-1.4
15	CN(c1ccccc1)S(=O)(=O)c1cccc(NC(=O)CCN2C(=O)C3CCCCC3C2=O)c1 (configuration not stated)	7.3	103.7	-14.5	-6.4	-0.1	99.1	-0.4	0.3	1.05	3.7
16	Cc1ccc(-c2csc(/C(C#N)=C(\O)CN3CCN(C(=O)c4ccco4)CC3)n2)cc1	-2.8	102.7	-2.1	4.8	-0.2	98.7	2.0	0.0	1.14	3.2
17	COc1ccc(NC(=O)c2nnn(Cc3cccc(F)c3)c2N)c(OC)c1	6.0	91.4	0.6	1.5	-0.1	80.6	21.4	-1.0	1.11	15.4
18	CC(C)CN1CCN(Cc2cccc3nccnc23)CC1CCO (configuration not stated)	13.6	102.7	-6.9	0.7	-0.1	97.2	1.3	-0.4	nt	2.1
19	O=C1NC2=C(CCc3ccccc32)C(c2ccccc2)N1 (configuration not stated)	14.8	147.7*	3.4	3.2	-0.3	99.1	0.9	-0.8	1.2	-49.8
20	COc1ccc(NC(=O)Nc2sc(=S)n(C)c2C)cc1	11.6	92.5	-5.3	-6.2	0.0	95.5	3.0	-2.2	1.07	12.5
21	COc1ccc(-n2c(C(C)n3nc(C)c([N+](=O)[O-])c3C)n[nH]c2=S)cc1 (configuration not stated)	-3.4	106.8	5.7	4.0	0.1	100.3	-4.9	0.6	1.1	-5.0
22	CCOC(=O)/C(C#N)=C\c1ccc(O)c(OC)c1	-0.9	79.1	3.4	-0.7	0.0	100.6	-1.4	-0.8	1.47	32.6
23	COc1cccc(NC(=O)Cn2c(=O)n(CC3CCCO3)c(=O)c3ccccc32)c1 (configuration not stated)	-10.5	103.5	-5.0	-8.5	0.1	100.0	0.0	-1.5	1.09	-2.6
24	Clc1ccc(-c2nnc(-c3ccccc3)c(N3CCSCC3)n2)cc1	9.8	87.3	-9.1	0.2	0.0	102.0	-2.2	-3.2	1.22	20.4
25	O=C(NCc1ccc(F)cc1)c1cnc2n(c1=O)CCS2	8.9	99.8	-1.6	-2.7	0.1	110.2	-11.3	-1.2	1.21	5.0
26	NC(=O)c1cc[n+](CC(=O)c2ccc(NC(=O)c3ccccc3)cc2)cc1	6.9	99.1	-6.4	1.3	-0.2	101.2	-3.8	-0.9	1.19	2.8
27	Cc1cc(C)nc(N2CCC(C(=O)Nc3ccc4c(c3)CCC4)CC2)n1	-0.6	101.4	-10.8	-2.3	-0.2	100.9	-1.0	2.5	1.34	3.2
28	COC(=O)c1sccc1NC(=O)CSc1cccc(Cl)c1Cl	14.3	90.1	-6.7	-4.9	-0.3	86.9	14.3	-4.1	1.19	15.4
29	COC(=O)c1c(NC(=O)Cn2cc([N+](=O)[O-])cn2)sc2c1CCC2	-0.9	85.4	8.5	-3.6	-0.1	108.4	-9.4	20.4	1.29	20.0
30	Cc1ccc(NC(=O)c2ccccc2NC(=O)Cc2ccccc2)cc1	13.1	102.4	-4.7	-4.8	-0.1	104.4	-5.0	-0.3	1.04	2.0
31	CN(C)S(=O)(=O)c1cccc(NC(=S)Nc2ccc3cn[nH]c3c2)c1	17.5	91.8	2.8	-11.5	-0.1	91.2	6.5	0.4	1.02	14.3
32	O=c1cc(-c2ccccc2)nc(SCc2ccccc2F)[nH]1	-0.7	113.3	-11.3	-1.8	0.0	95.1	5.5	-1.3	0.87	-4.8
33	CC(C)CCNC(=O)c1cccc(Cl)c1	4.9	102.8	1.2	3.0	-0.6	103.3	-3.6	-0.2	1.41	-2.4
34	CCN(CC)c1ccc2cc(S(=O)(=O)c3ccc(Cl)cc3)c(=O)oc2c1	14.7	106.3	-17.8	7.7	-0.2	100.0	0.0	1.2	0.69	-7.4
35	Cc1nn(C)c(C)c1CN(Cc1nc(-c2cc(F)ccc2F)oc1C)C1CC1	23.8	98.6	-5.5	-0.8	-0.2	88.2	11.4	-0.9	0.98	6.9
36	O=C(Nc1cccc(C(F)(F)F)c1)C1CCN(S(=O)(=O)c2cnc[nH]2)CC1	-12.6	108.0	4.1	-1.7	-0.2	94.2	7.4	-2.8	1.01	-2.6
37	O=C(CSc1nc2ccccc2c(=O)n1Cc1ccc(C(=O)NC2CC2)cc1)NCc1ccco1	20.6	97.7	1.8	-0.8	-0.5	93.0	5.8	-0.4	1.74	7.1
38	CCOc1cccc(/C=N/NC(=O)CC2C(=O)NN=C2C)c1O (configuration not stated)	-6.2	89.0	-5.8	-0.9	-0.1	97.7	1.7	-0.4	1.21	22.6
39	O=C(NC1CC1)c1ccc(-n2cccc2)cc1	12.8	87.5	0.5	-1.4	-0.1	114.4	-17.0	-1.8	1.05	20.9
40	CSc1nc2ccc(NC(=O)c3ccco3)cc2s1	98.1	90.0	5.9	-9.2	-0.1	139.5*	-43.5	-0.1	4.03*	11.0
41	N#Cc1c(NC(=O)c2cccnc2)sc2c1CCC2	0.5	100.7	-7.5	-1.6	-0.1	100.7	-0.8	-0.4	1.92	5.1
42	CCN(C(=O)c1cc(Cl)ccc1OC)C1CCCCC1	-1.4	120.9	6.3	4.5	-0.3	95.4	5.0	0.1	1.58	-19.4
43	c1ccc(-c2nccc(-c3ccco3)n2)nc1	15.7	86.7	0.3	-5.1	-0.3	102.9	-6.1	-0.5	1.29	20.6
44	O=c1c2nnn(-c3ccc(Br)cc3)c2ncn1Cc1ccccn1	-5.2	93.7	-3.9	1.7	-0.3	97.7	2.4	-1.4	1.24	9.9
45	COc1ccc(CNC(=O)COC(=O)c2cncc(Br)c2)cc1	14.8	103.1	-0.8	-10.0	-0.1	93.2	7.1	-0.8	1.08	1.3
46	O=C(Cc1ccc(-n2c(=O)c3sccc3n(Cc3ccc(F)cc3)c2=O)cc1)NCc1ccco1	16.1	92.1	-1.6	0.3	0.0	90.8	10.2	-1.3	1.14	17.8
47	COc1ccc(NC(=O)CSCC(=O)NCCc2ccccn2)cc1	-1.1	103.8	0.0	-1.0	0.0	103.3	-3.9	-0.1	1.04	3.4
48	O=C(COc1ccccc1)Nc1ccc([N+](=O)[O-])cc1	-6.2	79.1	11.5	-6.3	-0.2	99.2	0.9	-0.5	1.51	25.1
49	CCn1c(SCC(=O)NNC(=S)Nc2ccc(C)cc2)nnc1-c1ccc(Cl)cc1	36.7	96.3	5.6	0.6	-0.1	94.8	5.8	0.2	0.98	6.7
50	CCOc1ccc(C(=O)NCCc2ccc3c(c2)OCCO3)cc1	-3.1	100.3	-0.8	-3.5	-0.2	95.5	4.5	0.1	1.15	7.2
51	COc1cc(NC(=S)Nc2cccc(C)n2)cc(OC)c1OC	12.4	90.4	7.3	-4.3	-0.4	105.2	-8.8	0.5	1.01	16.1
52	CCOc1ccc(C(=O)NCC(=O)OCC(=O)NC2CCCC2)cc1	-2.6	103.0	-7.4	-6.8	-0.3	114.1	-15.5	0.1	1.09	2.3
53	O=C(NCc1ccc(F)cc1)c1cc2n(n1)C(C(F)(F)F)CC(C1CC1)N2 (configuration not stated)	22.8	104.1	-1.6	-9.6	0.0	96.5	3.8	-2.7	1	4.2
54	OCCN(Cc1ccccc1)CC1CC=CCC1 (configuration not stated)	8.5	98.6	10.5	-0.8	0.1	91.7	9.1	1.2	1.14	5.4
55	Cc1csc(NC(=O)Cn2nc(C)c([N+](=O)[O-])c2C)n1	6.0	114.2	-3.8	-1.0	0.4	97.3	2.7	-1.2	1.09	-15.9
56	COc1cccc(-n2c(C)nc3cc(C(=O)O)ccc32)c1	2.9	100.4	-0.7	-0.8	-0.4	99.9	0.1	0.2	0.91	5.2
57	COc1ccc(NC(=O)CSc2ccccc2)c([N+](=O)[O-])c1	24.6	96.2	4.1	-5.6	0.1	125.2	-27.4	-0.4	2.62	11.9
58	COC(=O)c1nc2ccc(N3CCOCC3)cc2c(C)c1C(=O)OC	57.1	93.8	7.5	0.1	-0.2	119.0	-20.8	-1.6	2.16	11.3
59	CCN(CC)c1ccc(/C=N/NC(=O)Cc2nnc(NC(=O)Nc3ccccc3)s2)cc1	-0.8	98.0	1.9	3.4	-0.2	103.7	-4.1	0.6	0.95	5.2
